Vif imaging: blocks HIV Vif function; 340,000 compounds, 0.35% hits; inhibition, % at 7.49 µM; HEK293T cells, Vif self-association by quenched fluorescence, imaging, 24 h; in the data active = inhibition above about 50%, passing the limit was not always enough; inconclusive = no clear call, values can overlap the other calls; inactive = below about 31%; also: some results filed as inactive read as strong as hits
Granule exo inh: lytic granule exocytosis inhibition; TALL-104 LAMP-1 surface exposure, flow cytometry; cells stimulated with thapsigargin and PMA; 360,000 compounds, 0.66% hits; AID 651702; inhibition, % at 10 µM;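 active = inhibition above about 55%, limit read from the data; inconclusive = no clear call, values can overlap the other calls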
iPSC survival up: enhancers of human iPSC single-cell survival. hiPSC single-cell survival, ATPlite luminescence; 100% = ROCK inhibitor wells, 0% = DMSO. survival enhancement, % at 20 µM. 360,000 compounds, 0.044% hits; in the data active = survival enhancement above about 18%;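 also: cells exposed to compounds for 16 hours before the ATP read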
CaV13 ICDI inh: Primary screen for inhibitors of IQ motif and Ca2+-dependent inactivation inhibitor domain binding in CACNA1D, Förster resonance energy transfer in living cells, … | 340,000 compounds, 0.098% hits | HEK cells, CFP/YFP FRET ICDI-IQ, plate reader, 10 min; percent FRET-ratio fall versus neutral wells | AID 743397 | inhibition, % at 12.3 µM;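 active = mean replicate inhibition of at least 30% and at least 1% of replicates passing that level; inconclusive = only one of the two criteria is met; inactive = neither criterion is met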;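 also: 0% = median of the neutral control wells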
HIF-2a inh: blocks HIF-2a reporter activity; 786-0 RCC cells HIF-2a reporter, luciferase luminescence, overnight; inhibition, % at 18.8 µM; 360,000 compounds, 0.72% hits;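 active = inhibition of the luminescence signal of 40% or more relative to plate controls, in a single-dose primary screen at 18.75 µM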
Peg3 promoter: reduces Peg3 promoter-driven luciferase expression in HeLa | HeLa PEG-Prom luciferase reporter, luminescence, overnight | inhibition, % at 20 µM | 360,000 compounds, 1.7% hits | AID 588405;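 active = inhibition of at least 50% at 20 µM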
aDG glyco act: alpha-DG glycosylation activation | Pro5-aDG cells, alpha-DG glycosylation AlphaScreen (IIH6); 0% Pro5, 100% B10-LARGE cell signal | activation, % at 10 µM | 360,000 compounds, 0.22% hits | AID 624168;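 active = activation of at least 8% versus controls, or a plate z-score of at least 8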;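 also: Pro5 are CHO cells carrying HIG-tagged alpha-DG that lacks glycosylation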
TRPM1 prom inh: MITF TRPM1 promoter inhibition in SK-MEL-5 cells | inhibition, % at 12.5 µM | SK-MEL-5 TRPM1 promoter luciferase, 24 h | 330,000 compounds, 0.83% hits;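 active = mean inhibition across replicates of 60% or more, whatever share of single replicates reaches that level; inconclusive = some that reach 60%, reason not given; inactive = mean inhibition across replicates below 60%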; also: values of inactives mirror those of a sister screen read the other way
NR2E3 ag-1: agonists of human nuclear receptor NR2E3; Q9Y5X4; GST-NR2E3/biotin-RetCOR TR-FRET, 1536-well; inhibition of corepressor binding, % at 4.78 µM; 320,000 compounds, 0.12% hits; AID 2300;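 active = percent inhibition above the cutoff of mean plus 3 SD of all tested compounds, set per screening campaign, cut at about 20% in these data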;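 also: 0% = DMSO wells and 100% = biotin wells as full block of FRET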
Target sequence (Q9Y5X4 whole entry, looked up): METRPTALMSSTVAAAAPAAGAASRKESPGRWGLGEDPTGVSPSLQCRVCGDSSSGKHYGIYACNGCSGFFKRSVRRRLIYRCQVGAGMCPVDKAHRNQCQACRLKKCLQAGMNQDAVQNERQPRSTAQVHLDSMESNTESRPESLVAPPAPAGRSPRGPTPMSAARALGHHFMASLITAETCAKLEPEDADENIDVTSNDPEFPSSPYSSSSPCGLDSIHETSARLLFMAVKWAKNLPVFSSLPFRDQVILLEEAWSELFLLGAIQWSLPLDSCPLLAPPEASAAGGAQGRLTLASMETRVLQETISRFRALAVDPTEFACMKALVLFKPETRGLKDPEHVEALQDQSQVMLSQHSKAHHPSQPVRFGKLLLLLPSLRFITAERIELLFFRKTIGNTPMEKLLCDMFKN
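Test system – NR2E3–RetCOR corepressor complex · Quantity – NR2E3 fusion 1.35 nM · Buffer or medium – Tris pH 7.5 · Incubation – Compound–protein incubation for 5 h at 4 °C · Technique – TR-FRET, Eu(K)-anti-GST donor, streptavidin-D2 acceptor, ex 340, em 617/671 nm · Evaluation – percent inhibition of 671/617 nm emission ratio versus biotin and DMSO controls · Plate – 1536-well format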
NR2E3 ag-2: agonists of human NR2E3 nuclear receptor | Q9Y5X4 | CHO-S Gal4-NCOR/VP16-NR2E3 two-hybrid, luciferase | inhibition of corepressor binding, % at 3.98 µM | 360,000 compounds, 0.35% hits | AID 602229;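 active = inhibition above the mean of all tested compounds plus 3 SD, cut at about 70% in these data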;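 also: 0% = DMSO with NR2E3 transfected cells and 100% = cells lacking NR2E3 construct; higher means lower luciferase signal from less NR2E3 corepressor binding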
PDI turbidity: inhibitors of human protein disulfide isomerase. inhibition, % at 10 µM. 350,000 compounds, 0.052% hits. P07237. PDI insulin aggregation turbidity, A650, 90 min;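 active = mean inhibition across replicates of 30% or more, whatever share of single replicates reach that level; inconclusive = mean inhibition below 30% while every single replicate reaches 30%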;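 also: absorbance from insulin aggregation driven by PDI reduction with DTT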
Target sequence (P07237 whole entry, looked up): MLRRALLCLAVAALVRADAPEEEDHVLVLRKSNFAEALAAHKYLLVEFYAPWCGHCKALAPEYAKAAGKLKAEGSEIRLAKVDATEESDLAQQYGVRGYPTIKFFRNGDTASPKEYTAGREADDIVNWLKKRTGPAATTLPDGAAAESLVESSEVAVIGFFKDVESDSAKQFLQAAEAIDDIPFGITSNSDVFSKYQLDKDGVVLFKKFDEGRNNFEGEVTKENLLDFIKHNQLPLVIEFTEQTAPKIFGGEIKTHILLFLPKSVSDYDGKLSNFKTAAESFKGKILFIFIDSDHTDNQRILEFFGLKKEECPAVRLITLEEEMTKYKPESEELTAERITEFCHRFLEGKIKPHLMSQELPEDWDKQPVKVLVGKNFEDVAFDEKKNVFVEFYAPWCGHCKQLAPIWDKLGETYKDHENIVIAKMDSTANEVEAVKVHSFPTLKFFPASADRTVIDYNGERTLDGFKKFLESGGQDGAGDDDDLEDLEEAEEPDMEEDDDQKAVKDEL
* hit, by the source's call; ? = inconclusive; . = no result given. Rows are unselected; overall some 3.5% were active at least once.

Every second line gives: iPSC survival up, TRPM1 prom inh, NR2E3 ag-1, NR2E3 ag-2, CaV13 ICDI inh, Granule exo inh, aDG glyco act, Vif imaging, Peg3 promoter, HIF-2a inh, PDI turbidity
> Cc1ccc(CCNC(=O)c2cc(C)nn2-c2ccccc2)cc1
  -0.3, -4.7, -0.2, -11.4, -14.8, -1.3, 0.1, -1.9, 14.2, 11.1, 0.5
> CC(=O)Nc1c(C)cc(S(C)(=O)=O)cc1C
  -0.2, 1.2, 0.7, -7.5, -2.7, 0.8, -0.4, -15.4, 0.6, 8.7, 3.3
> COc1ccccc1C(=O)Nc1nnc(S(=O)(=O)N(C)Cc2ccccc2)s1
  -0.4, 8.4, 9.0, -25.7, -7.1, -1.6, 0.0, -4.6, -4.7, -23.0, 4.0
> CCOC(=O)/C(C#N)=C/c1ccc(OCC(=O)Nc2cc(C)ccc2C)c(OC)c1
  2.5, 5.9, -1.1, -1.8, -4.7, -2.6, -0.1, -10.9, 5.8, 11.9, -4.4
> COC(=O)Cn1c(=NC(=O)c2cc(-c3cccs3)nc3ccccc23)sc2cc(S(N)(=O)=O)ccc21
  0.7, 3.4, -0.5, 4.1, -3.7, 19.5, 0.0, -12.9, 16.4, -23.4, 7.5
> COc1cc(SC)ccc1C(=O)N1CCCc2ccccc21
  -0.4, 1.6, 0.1, -11.1, -5.1, 2.3, 0.0, -1.0, 5.5, -20.4, -1.4
> CC(c1ccccc1)C1CC(=O)N(c2ccccc2)C1=O (configuration not stated)
  0.2, 4.7, 0.5, -6.2, -4.5, -3.2, -0.1, 1.7, -11.1, 21.0, 10.4
> CN(C)CCOc1ccc2ccccc2c1
  0.3, -2.4, 0.0, -4.6, -5.3, 1.5, 0.2, -22.6, -25.6, -16.7, 1.6
> COc1ccc(C(=O)OCC(=O)N2CC(=O)Nc3ccccc32)cc1Br
  -0.5, 9.4, ., 4.0, -14.6, 4.6, 0.1, 2.8, -12.0, -17.8, 3.1
> COc1nc2c(c(-c3cc(Br)cs3)c1C#N)Cc1ccccc1-2
  1.2, 4.6, 2.7, 13.1, -14.9, 19.4, -0.1, 7.2, -3.6, 12.5, 0.3
> CC(C)NC(=O)c1cc(C2CCCCN2C(=O)c2ccc(C(C)C)cc2)on1 (configuration not stated)
  4.7, ., ., -20.7, -5.8, -2.8, -0.1, -7.1, 7.8, 7.7, -1.1
> N#Cc1nc(-c2ccc(OCc3ccccc3)cc2)oc1NCc1ccco1
  -3.9, -13.7, 2.6, -15.8, -6.7, -2.7, -0.1, -23.9, 0.9, -12.6, -2.5
> CCOC(=O)C1=C(C)NC2=C(C(=O)CC(C)(C)C2)C1c1ccc(O)c(OCC)c1 (configuration not stated)
  1.8, -2.8, 1.7, 1.8, -2.9, -7.3, 0.1, -2.0, 16.3, 16.4, -0.7
> COc1ccc2c(c1)C(C)=CC(C)(C)N2C(=O)CNCc1ccc2c(c1)OCO2
  -0.2, 9.8, 2.5, 11.3, -7.4, 29.8, -0.1, -6.7, 19.8, -41.0, -7.7
> CCn1nc(NS(=O)(=O)c2ccc([N+](=O)[O-])cc2)c2cc3cccc(C)c3nc21
  -0.2, -0.2, 2.0, 17.0, -2.2, -0.1, -0.4, -6.0, 29.7, 10.2, -6.8
> O=C(Cn1nc(C(=O)O)c2ccccc2c1=O)NC12CC3CC(CC(C3)C1)C2
  1.3, -4.0, 0.8, -21.0, -2.5, -0.1, 0.3, -6.4, 3.4, 11.4, -3.0
> CC(=O)Nc1c(C#N)c(-c2ccccc2)c(C#N)c(=O)n1-c1ccc(C)cc1
  -1.3, ., ., 4.0, -6.0, -1.6, -0.3, ., 13.3, 2.9, -3.8
> COCc1[nH]nc2c1C(c1ccccc1Cl)C(C#N)=C(N)O2 (configuration not stated)
  -0.7, 17.3, 2.9, -3.6, -3.6, 0.3, 0.2, -5.9, 15.0, 16.0, 0.2
> COc1ccccc1CNC(=O)Nc1cccs1
  -0.6, 2.5, 0.2, -39.9, -5.4, 2.7, 0.2, -5.1, -31.5, -79.9, -3.3
> Cc1ccc2c(c1)Oc1ccc([N+](=O)[O-])cc1C(=O)N2
  1.6, 5.2, 0.2, -1.1, -14.3, -0.6, 0.4, 23.2, 18.6, 17.3, 0.1
> CCOc1ccccc1OCC(O)CNC (configuration not stated)
  4.1, -4.7, 1.7, -19.4, -5.2, 0.1, 0.1, -0.9, 4.0, 13.9, 3.2
> CCCCOC(=O)CSC1=C(C#N)C(c2ccc3c(c2)OCO3)CC(=O)N1 (configuration not stated)
  -1.5, 4.5, -1.4, -7.1, ., -1.3, 0.0, ?, 11.1, 11.6, 8.9
> Cc1cc2ccccc2c(=O)n1CC(=O)NCC(=O)N(C)Cc1ccccc1
  2.3, -0.4, 0.8, 8.2, -4.5, -4.6, 0.3, 4.3, 10.6, 23.0, 0.3
> CC(C)CN(C(=O)COC(=O)CCSc1ccc(F)cc1)c1c(N)n(Cc2ccccc2)c(=O)[nH]c1=O
  -0.5, 8.7, 0.9, -8.7, -5.7, -1.6, 0.1, 7.6, 31.4, -9.2, -3.4
> CC(=O)c1cccc(NC(=O)C(C)OC(=O)C2CCC2)c1 (configuration not stated)
  -0.4, 6.6, 0.7, -14.5, -4.8, -1.5, -0.1, 0.7, 6.7, 1.7, 3.2
> O=C(Nc1ccccc1Cl)N1C2CCC1CC(O)(c1cccnc1)C2 (configuration not stated)
  0.9, 6.4, -1.1, -12.0, 6.4, -1.8, -0.3, 4.8, 11.3, 18.5, -2.5
> O=C(Nc1cccc(Cl)c1)c1ccc(NC2=NC3CS(=O)(=O)CC3S2)cc1 (configuration not stated)
  0.0, ., 3.0, -41.1, -4.8, -3.7, -0.2, 10.6, 9.2, 5.7, .
> CCOc1ccc(S(=O)(=O)N(C)c2ccc(OCC(=O)OCc3c(C)noc3C)cc2)cc1
  -0.5, -2.0, 0.3, -10.4, -5.6, 1.1, -0.1, 6.8, 8.4, 9.7, -0.8
> O=C(Nc1c(C(=O)N2CCOCC2)cnn1-c1ccccc1)c1ccc([N+](=O)[O-])cc1
  0.7, -1.7, 2.1, -35.4, -10.1, 3.4, -0.1, -2.0, 7.7, 6.3, -6.4
> O=C(COC(=O)c1nc(Cl)ccc1Cl)c1ccccc1Cl
  0.0, 2.3, 0.9, 22.7, -15.3, 6.9, -0.1, ., 9.6, -0.5, -8.8
> COC(=O)c1ccc(C(=O)Nc2ccc3nc(-c4cccnc4)[nH]c3c2)cc1
  -1.6, 6.6, 2.9, 7.4, ., 6.4, -0.1, -2.0, -14.0, 1.3, 2.4
> Cc1cccc(-c2nc(CSCC(=O)NCc3cccs3)c(C)o2)c1
  -1.9, 4.9, 2.1, 25.4, -5.4, 4.2, 0.3, ., -14.6, -27.0, -0.2
> N#Cc1ccc(/C=C/C(=O)c2ccccc2)cc1
  -0.7, 5.6, 1.2, -30.2, -20.0, 14.6, 0.2, 0.1, 97.9*, 86.9*, -4.6
> O=c1cc(CN2CCN(S(=O)(=O)/C=C/c3ccccc3)CC2)c2ccc(O)cc2o1
  5.0, 9.6, -2.1, -1.8, -19.0, 0.6, 0.0, -0.5, 27.6, 31.4, ?
> COc1ccc(C(=O)N(c2ccc(OC)cc2)S(=O)(=O)c2cccs2)cc1
  -2.0, 8.7, 1.8, -8.1, -3.9, 13.1, 1.1, -2.6, -0.3, 11.2, 2.0
> NS(=O)(=O)c1ccc(CCNC(=O)COC(=O)/C=C/c2ccc(OC(F)F)cc2)cc1
  0.3, -9.0, ., -3.4, -5.7, 14.5, 0.0, -1.9, -5.5, 9.7, -7.3
> COc1cccc(CNn2cnnc2)c1O
  1.2, -6.2, 1.8, -12.9, -2.2, 7.5, 0.5, -6.2, -0.8, 14.2, 1.0
> Cc1ccccc1SCC(=O)OCC(=O)N1CC(=O)Nc2ccccc21
  -2.6, 13.6, ., -14.1, -2.0, -5.2, -0.1, 12.7, 2.7, 10.9, 16.9
> c1ccc(-c2noc(-c3cccnc3)n2)nc1
  -3.0, -37.0, -1.4, -152.7, -5.0, 14.5, 0.0, 9.3, -122.4, -79.6, -3.7
> NNC(=O)c1nc(Cl)c(Cl)c(N)c1Cl
  0.7, 14.6, -0.6, -29.3, -5.8, 1.0, -0.2, 0.6, 14.9, 10.2, 3.1
> Cc1nc(CNS(=O)(=O)c2ccc3c(c2)CCCC3)cs1
  2.7, -7.3, 0.0, 14.1, -10.2, -4.4, 0.2, 3.8, 15.8, 6.7, .
> COC(=O)c1ccc(NC(=O)CCN2CCN(Cc3ccccc3)CC2)cc1
  0.0, 6.2, -0.1, 11.9, -6.0, 3.9, -0.2, 1.6, 7.9, -4.2, 13.6
> CCOC(=O)c1sc(NC(=O)CSc2nc3c(c(=O)n2-c2ccc(C)cc2)SCC3)c(C(=O)OCC)c1C
  -1.5, ., 1.0, 20.8, ?, 1.4, -0.2, ., -1.0, 1.2, .
> COc1ccc(C)cc1C(=O)CCC(=O)NC1CCCCC1
  0.1, -2.4, 0.0, 11.1, 5.5, 0.4, 0.1, 5.1, -8.9, 1.9, -0.2
> CC(C)(C)OC(=O)N1CCC[C@H]1C(=O)NCC1CCC(C(=O)O)CC1 (some centres not stated)
  0.1, 11.4, 1.4, -30.1, -5.6, -1.6, -0.1, 1.2, -1.7, 10.1, 5.5
> Cc1ccc([C@H]2C[C@H](O)[C@@H](n3cc(COC(=O)c4ccccc4)nn3)CN2C(=O)C2CCCCC2)cc1
  6.9, ., ., -25.5, -6.5, 0.8, 0.0, -3.3, 5.9, 0.6, 5.7
> NS(=O)(=O)c1ccc(CCNCC(=O)NC2CC2)cc1
  -1.0, -7.8, -2.5, -2.5, -4.1, 4.2, 0.2, 3.1, 19.7, 11.4, -1.7
> COCCN(C(=O)C(C)C)c1nnc(-c2ccc(C)cc2)s1
  2.9, -14.1, -1.9, -31.0, -4.1, 0.3, -0.3, 0.3, -49.9, -95.1, -3.5
> O=S(=O)(c1cccs1)n1nnc2ccccc21
  0.3, 7.3, -2.5, -26.1, ., -2.3, 0.1, -8.0, 11.4, 13.0, 1.3
> CN(C)c1ccc(/C=C/C(=O)c2ccc3c(c2)OCCO3)cc1[N+](=O)[O-]
  -0.1, -19.6, 1.0, -59.6, -19.9, 0.9, 0.0, 7.2, -63.7, -63.1, -0.7
> CCOC(=O)c1c(C)c(C(=O)N2CCN(c3ccc(F)cc3)CC2)c(C)n1C
  -3.5, 5.1, -2.2, 13.3, 10.4, -1.8, 0.0, -11.5, 12.5, 17.2, 9.1
> COc1ccc(OCCNC(=O)C2(C)CCN2Cc2ccc3ccccc3c2)cc1 (configuration not stated)
  0.7, ., ., 35.3, -6.2, 1.5, -0.2, ., 35.1, 21.7, -5.5
